Assay outcomes deposited in PubChem by several laboratories.
Pemphigus Ab inh = inhibitors of pemphigus antibody binding to DSG3, primary screen, biochemical, bead-based, flow cytometry, scFv-GFP; Desmoglein-3 (Homo sapiens), P32926; DSG3-coupled beads, scFv-anti-DSG3-GFP binding; active compounds read low; binding (percent of control), % at 10 µM; hit rate 0.48% among 310,000; AID 588358, 2011;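 active = binding more than 3 SD below its plate's average and above zero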;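 also: hits lower antibody fragment binding to DSG3; some compounds called inactive have numbers as strong as hits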
MOR-DOR ag = agonists of OPRM1-OPRD1 heterodimerization, primary screen, cell-based, luminescence. activation, % at 9.3 µM. cells. hit rate 0.3% among 340,000; in the data active = activation above about 18%;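 also: 0% = vehicle-treated cells and 100% = reference agonist; values of inactives mirror those of a sister screen read the other way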
V-ATPase pHluor = regulators of yeast V-ATPase proton pumping, primary screen, pHLuorin cytosolic pH fluorescence; hit rate 0.37% among 350,000; S. cerevisiae; AID 504577, 2011; response, % at 10 µM; in the data active = response mostly above about 7.3%, no sharp cut-off; inactive = mostly below about 5.4%; also: actives read high; inactives centre near 0; some compounds called inactive have numbers as strong as hits; reference of the scale not given here
HTR5A ag ctr = HTR5A agonists in luminescence cell assay, primary screen, counter-screen for OPRM1-OPRD1 heterodimer agonist project, full-deck HTS | 5-hydroxytryptamine receptor 5A (Homo sapiens), P47898 | cell-based | activation, % at 9.3 µM | hit rate 0.61% among 340,000; in the data active = activation mostly above about 9.5%, no sharp cut-off; inactive = mostly below about 7.6%;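 also: 0% = cells with vehicle only and 100% = reference agonist; strong numbers were not always called active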
Target sequence (P47898 whole entry, looked up): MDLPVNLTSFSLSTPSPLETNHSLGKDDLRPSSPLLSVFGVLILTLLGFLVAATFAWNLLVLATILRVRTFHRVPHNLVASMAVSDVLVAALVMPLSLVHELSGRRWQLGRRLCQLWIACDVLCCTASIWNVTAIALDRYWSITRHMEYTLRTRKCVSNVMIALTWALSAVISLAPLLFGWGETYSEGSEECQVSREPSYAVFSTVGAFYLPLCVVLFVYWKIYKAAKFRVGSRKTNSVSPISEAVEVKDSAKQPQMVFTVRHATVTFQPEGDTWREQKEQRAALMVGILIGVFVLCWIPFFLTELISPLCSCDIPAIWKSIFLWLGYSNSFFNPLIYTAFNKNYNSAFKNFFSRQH
DAGLB inh = DAGLB lipase inhibitors, primary screen, biochemical, fluorescence, HTS. inhibition, % at 5.17 µM. HEK293T DAGLB membrane lysate, EnzChek fluorogenic substrate. Diacylglycerol lipase-beta (Homo sapiens), Q8NCG7. hit rate 0.059% among 340,000; in the data active = inhibition above about 34%;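 also: 0% = enzyme with vehicle and 100% = wells lacking enzyme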
OPRM1-OPRD1 inv = inverse agonists of MOR-DOR heterodimerization, primary screen, cell-based, luminescence | Mu-type opioid receptor (Homo sapiens) + Delta-type opioid receptor (Homo sapiens), … | cell-based MOR-DOR heterodimer luminescence, inverse agonism | inhibition, % at 9.3 µM | hit rate 0.21% among 340,000 | AID 504357, 2011; in the data active = inhibition above about 22%, passing the limit was not always enough;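 also: 0% = cells with DMSO and 100% = wells without cells with DMSO; values of inactives mirror those of a sister screen read the other way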
HTR5A inv ctr = HTR5A inverse agonists in luminescence cell assay, primary screen, counter-screen for OPRM1-OPRD1 heterodimer inverse agonist project, full-deck HTS; HTR5A cell line, inverse agonism; hit rate 0.083% among 340,000; inhibition, % at 9.3 µM; in the data active = inhibition mostly above about 23%, no sharp cut-off; inactive = mostly below about 18%;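 also: 0% = cells with DMSO and 100% = no-cell wells with DMSO; some compounds called inactive have numbers as strong as hits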
PKA-R1A activ = activators of PKA-R1A holoenzyme, primary screen, biochemical, fluorescence polarization, Cy5-IP20, bovine R1A, mouse PKAc. cAMP-dependent protein kinase type I-alpha regulatory subunit (Bos taurus) + …. PKA-R1A dissociation; scaled: DMSO 0%, 113 µM cGMP 100%. activation, % at 11.4 µM. hit rate 0.083% among 340,000;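 active = percent activation above the mean of all tested compounds plus 3 SD, cut at about 19% in these data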;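 also: higher means more PKAc released from R1A so a rise in polarization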
Arr AP2 block = inhibitors of beta-arrestin/AP2 binding, primary screen, biochemical, GPCR trafficking, flow cytometry; inhibition, % at 10 µM; AID 504490, 2011; beta-arrestin 1 C-terminal peptide binding to AP2 beta2-adaptin appendage (human); FITC-arrestin peptide / GST-AP2 beads; AP2 beta2 appendage carries R879A mutation; hit rate 0.31% among 340,000;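 active = inhibition above a set limit, near 3 SD of compounds lacking own fluorescence, cut at about 54% in these data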;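 also: plate controls were DMSO wells for no effect and 5 µM unlabelled arrestin peptide for full effect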
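System: GST-AP2 R879A bound to glutathione beads, E. coli-expressed. Also added: 50 nM FITC-arrestin peptide. Schedule: compound with beads 12 min RT, then probe 1 h RT. Signal: bead flow cytometry, FITC channel. Read-out basis: percent response.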
PKA-R2B act = activators of PKA-R2B holoenzyme, primary screen, biochemical, fluorescence polarization, Cy5-IP20, human; PKA-R2B holoenzyme dissociation; R2B truncated from residue 108, S112A mutant; 0% DMSO only, 100% 113 µM cGMP; activation, % at 11.4 µM; hit rate 0.079% among 340,000; AID 504700, 2011;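 active = activation above a cutoff set at the mean over all compounds plus 3 SD, cut at about 18% in these data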;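 also: higher means more holoenzyme dissociation and a rise in polarization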
Target sequence (P31323 whole entry, looked up, other chains not shown, the tested form may be a part): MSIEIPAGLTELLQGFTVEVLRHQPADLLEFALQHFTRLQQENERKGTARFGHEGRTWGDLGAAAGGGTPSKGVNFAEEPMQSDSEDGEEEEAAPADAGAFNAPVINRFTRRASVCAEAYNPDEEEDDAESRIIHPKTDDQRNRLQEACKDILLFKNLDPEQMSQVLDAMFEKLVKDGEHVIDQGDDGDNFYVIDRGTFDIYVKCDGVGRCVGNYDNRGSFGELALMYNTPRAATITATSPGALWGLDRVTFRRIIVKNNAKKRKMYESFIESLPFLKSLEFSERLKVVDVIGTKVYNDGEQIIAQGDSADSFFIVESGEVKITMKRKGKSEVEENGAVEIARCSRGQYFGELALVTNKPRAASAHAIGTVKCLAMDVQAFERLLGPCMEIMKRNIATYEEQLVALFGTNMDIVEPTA
An asterisk follows results filed as active; . = no result given.

Results follow in this order: Pemphigus Ab inh | MOR-DOR ag | V-ATPase pHluor | HTR5A ag ctr | DAGLB inh | OPRM1-OPRD1 inv | HTR5A inv ctr | PKA-R1A activ | Arr AP2 block | PKA-R2B act
Cc1ccccc1C1NC(=O)c2ccccc2O1 (stereo not drawn)
→ 111 | -1.1 | -3 | 5 | -3 | 5 | -19 | -12 | 9 | -6
COc1ccc(-c2cc(C(F)(F)F)n3nc(C(=O)NCc4ccco4)cc3n2)cc1
→ 101 | -2.7 | -3 | -1 | -3 | 16 | -22 | -4 | 2 | -7
CCc1ccccc1NC(=S)N(CCN1CCCCC1)Cc1ccco1
→ . | -2.3 | 0 | -6 | -2 | 11 | 15 | -3 | 23 | 4
CCN1C(=O)Cc2cc(S(=O)(=O)NCCc3ccccc3)ccc21
→ 99 | -1.7 | -40 | 2 | 2 | 9 | -5 | -2 | 4 | -10
Cc1ccc(N2CC(C(=O)Nc3cccnc3)CC2=O)cc1C (stereo not drawn)
→ 114 | -1.1 | 0 | 5 | 2 | 6 | -15 | 2 | 6 | -10
COCCNC(=O)C1CC(c2cccc([N+](=O)[O-])c2)=NO1 (stereo not drawn)
→ 108 | -1.5 | 1 | 0 | 0 | 8 | 1 | 6 | -3 | -1
C/C(=N/NC(=O)CNC(=O)c1cccnc1)c1ccc([N+](=O)[O-])cc1
→ 102 | -1.6 | 1 | -2 | -4 | 9 | 6 | -7 | 2 | 2
CCOc1ccc(C(=O)n2cc(C(=O)OC)c3ccccc32)cc1OCC
→ 116 | 1.0 | -4 | 1 | -4 | -5 | -2 | -5 | -12 | -2
Cc1ccc(-c2nnc(-c3ccccc3)o2)cc1
→ 109 | 1.4 | 0 | 2 | -13 | -8 | -20 | -9 | -5 | -12
Fc1cccc(F)c1/C=C/c1ccc2ccccc2n1
→ 104 | 1.9 | -2 | 0 | -9 | -8 | -13 | -9 | 32 | -7
COc1ccc(N(C)C(=O)Cc2c(C(=O)O)[nH]c3ccccc23)c(OC)c1
→ 103 | -0.7 | -1 | -1 | 0 | 4 | 3 | -4 | 9 | 0
O=C(Nc1ccc(F)cc1)c1cccc(N2C(=O)C3C4CCC(C4)C3C2=O)c1 (stereo not drawn)
→ 102 | 1.4 | 5 | 5 | 3 | -7 | 2 | -7 | 1 | -2
CCOC(=O)N1CCN(CC(O)c2c[nH]c3ccccc23)CC1 (stereo not drawn)
→ 99 | -0.3 | -1 | -4 | -1 | 2 | 16 | -1 | -9 | 2
Cc1ccc(N/N=C/c2c(C)c(C#N)c(=O)n(C)c2O)cc1C
→ 84 | 0.1 | -1 | 3 | 3 | -1 | -7 | 3 | 11 | 10
Cc1ccc(N=Nc2cc(C)ccc2N)cc1
→ 103 | 6.3 | 3 | -2 | 25 | -33 | -16 | -6 | 17 | 2
CCN(CC)S(=O)(=O)c1ccc(N2CCN(C)CC2)c(NC(=O)Nc2ccccc2F)c1
→ 99 | -1.8 | 3 | 3 | -2 | 10 | -9 | -2 | 50 | 1
CC1=CC(C)(C)NC(=S)N1C(C)c1ccccc1 (stereo not drawn)
→ 105 | -3.5 | -5 | -1 | 1 | 15 | 4 | 2 | 4 | -6
COc1ccc2nc(NC(=O)c3cc(C)oc3C)sc2c1
→ . | 10 | -2 | 14 | -2 | -64 | -13 | 2 | -1 | -4
COc1ccc(C(=O)NCc2cn3ccccc3n2)cc1
→ 106 | 0.3 | 0 | 2 | -2 | -2 | -6 | -3 | -5 | -7
Cc1cc(C)n2nc(SCc3ccc(F)cc3Cl)nc2n1
→ 99 | -1.6 | 2 | 1 | -1 | 8 | -3 | -7 | 5 | -8

Next section:
Results follow in this order: Pemphigus Ab inh | MOR-DOR ag | V-ATPase pHluor | HTR5A ag ctr | DAGLB inh | OPRM1-OPRD1 inv | HTR5A inv ctr | PKA-R1A activ | Arr AP2 block | PKA-R2B act
Cc1sc(N=Nc2ccc(N(C)C)cc2)[n+]([O-])c1C
→ 104 | . | 3 | . | -3 | . | . | 2 | . | -9
CCCc1nc2ccccc2n1CCOc1ccccc1
→ 111 | -3.1 | 0 | 3 | 0 | 16 | -11 | -7 | 5 | -1
CCOc1ccc2nc(-c3ccccc3)nc(SCC(=O)Nc3ncc(C)s3)c2c1
→ 93 | 0.0 | -2 | 1 | 3 | 0 | 7 | -9 | 0 | -9
Cc1ccc(CSc2nnc(C(F)(F)F)n2Cc2ccc(F)cc2)cc1
→ 101 | 2.2 | -2 | 2 | -12 | -12 | 10 | 3 | 7 | 1
COCCNC(=O)c1cn(C)c2ccc(S(=O)(=O)N3CCCCC3)cc2c1=O
→ 99 | -0.5 | -1 | 2 | 3 | 3 | -23 | -2 | -19 | 1
O=C(N/N=C/c1c[nH]c2ccccc12)c1ccc2c(c1)OCCO2
→ 98 | -1.6 | -2 | 2 | 0 | 8 | -9 | 1 | -5 | 7
CCOC(=O)C1CCN(C(=O)C2CCN(c3nc4ccc(OC)cc4s3)CC2)CC1
→ . | -2.0 | 3 | 0 | -1 | 12 | -7 | -3 | -4 | -6
COC(=O)CN(C#N)c1nc(NC(C)C)nc(OC)n1
→ 105 | -1.9 | 0 | 4 | 0 | 11 | -6 | -13 | 21 | -5
Cc1cc(C(=O)NC2CC(C)(C)Cc3c2cnn3-c2ccc(F)cc2)no1 (stereo not drawn)
→ 116 | 1.6 | 1 | 0 | -1 | -9 | 11 | -5 | 33 | -6
COc1c(OC2OC(C(=O)O)C(O)C(O)C2O)cc(O)c2c(=O)cc(-c3ccccc3)oc12 (stereo not drawn)
→ 103 | -0.2 | 0 | 6 | 0 | 1 | 9 | -6 | 11 | 0
CCN(CC)CCNC(=O)CS(=O)Cc1nc(-c2ccc(C)cc2)oc1C (stereo not drawn)
→ 113 | -2.1 | -2 | 6 | 0 | 11 | 4 | 5 | 8 | -4
Cc1c(O)c(S(=O)(=O)c2ccccc2)c(=O)n(-c2ccccc2)c1-c1ccccc1
→ 84 | -2.1 | -2 | 6 | -1 | 11 | 29 | 0 | -2 | 3
CCOC(=O)c1sc(=S)n(-c2ccccc2)c1N
→ 119 | 0.8 | 1 | 8 | 5 | -5 | -16 | 9 | -5 | -8
CCOC(=O)/C=C1/N(C)c2ccccc2C1(C)C
→ 87 | 1.9 | -1 | 1 | -3 | -10 | 12 | -6 | 0 | -11
CCOC(=O)C(NC(=O)c1cccc(Cl)c1)(Nc1sc2c(c1C(N)=O)CCC2)C(F)(F)F (stereo not drawn)
→ 90 | 1.0 | -5 | -2 | 1 | -7 | 4 | -1 | -11 | 1
COc1ccc(Cc2nnc(NC(=O)CS(=O)(=O)Cc3ccccc3)s2)cc1
→ 100 | -4.3 | -4 | -4 | 2 | 14 | -9 | -5 | -4 | -3
Cn1c(-c2ccc3c(c2)OCO3)c(C(=O)O)c(=O)c2ccccc21
→ 86 | -0.3 | 1 | -4 | 1 | 2 | -17 | 5 | -5 | -12
Cc1cccc(Oc2ccc(N)cc2)c1
→ . | -1.1 | -3 | 2 | 2 | 5 | -6 | -12 | 10 | -8
O=C(CCc1nc2ccccc2c(=O)[nH]1)Nc1nc(-c2cccs2)cs1
→ 94 | -2.2 | -2 | 1 | 4 | 12 | 0 | -5 | -1 | -8
COc1ccccc1OCCC(=O)OCC(=O)Nc1cc(S(=O)(=O)N(C)C)ccc1Cl
→ 99 | -0.9 | 1 | -3 | -3 | 4 | -7 | -2 | -18 | 3

Going on with the list:
Results follow in this order: Pemphigus Ab inh | MOR-DOR ag | V-ATPase pHluor | HTR5A ag ctr | DAGLB inh | OPRM1-OPRD1 inv | HTR5A inv ctr | PKA-R1A activ | Arr AP2 block | PKA-R2B act
CC(C)c1ccc(N(CC(=O)NCC2CCCO2)C(=O)Cn2nnc(-c3cccs3)n2)cc1 (stereo not drawn)
→ 106 | 0.0 | 6 | 8 | 0 | 0 | 4 | 3 | 7 | 6
O=C(C1=C(O)C(=O)N(CCOCCO)C1c1ccccn1)c1cccs1 (stereo not drawn)
→ 106 | -1.6 | -3 | 3 | -2 | 8 | 8 | -7 | 8 | -2
CC12COC3(C(N)=O)CC1CCC32C (stereo not drawn)
→ 104 | 0.2 | 2 | -1 | -2 | -1 | 4 | 7 | 27 | -12
CCCCOC(=O)C(C#N)c1nc2ccccc2nc1N1CCOCC1 (stereo not drawn)
→ 117 | 1.1 | 2 | -2 | -4 | -5 | 10 | 8 | -1 | 2
O=C1OCC(c2ccccc2)=C1c1ccccc1[N+](=O)[O-]
→ 101 | 0.2 | 3 | 2 | 1 | -1 | 19 | -5 | -9 | -3

An excerpt from the list above, for reference:
Results follow in this order: Pemphigus Ab inh | MOR-DOR ag | V-ATPase pHluor | HTR5A ag ctr | DAGLB inh | OPRM1-OPRD1 inv | HTR5A inv ctr | PKA-R1A activ | Arr AP2 block | PKA-R2B act
O=C(CCc1nc2ccccc2c(=O)[nH]1)Nc1nc(-c2cccs2)cs1
→ 94 | -2.2 | -2 | 1 | 4 | 12 | 0 | -5 | -1 | -8
COc1ccccc1OCCC(=O)OCC(=O)Nc1cc(S(=O)(=O)N(C)C)ccc1Cl
→ 99 | -0.9 | 1 | -3 | -3 | 4 | -7 | -2 | -18 | 3
CC(C)c1ccc(N(CC(=O)NCC2CCCO2)C(=O)Cn2nnc(-c3cccs3)n2)cc1 (stereo not drawn)
→ 106 | 0.0 | 6 | 8 | 0 | 0 | 4 | 3 | 7 | 6
O=C(C1=C(O)C(=O)N(CCOCCO)C1c1ccccn1)c1cccs1 (stereo not drawn)
→ 106 | -1.6 | -3 | 3 | -2 | 8 | 8 | -7 | 8 | -2
CC12COC3(C(N)=O)CC1CCC32C (stereo not drawn)
→ 104 | 0.2 | 2 | -1 | -2 | -1 | 4 | 7 | 27 | -12
CCCCOC(=O)C(C#N)c1nc2ccccc2nc1N1CCOCC1 (stereo not drawn)
→ 117 | 1.1 | 2 | -2 | -4 | -5 | 10 | 8 | -1 | 2
O=C1OCC(c2ccccc2)=C1c1ccccc1[N+](=O)[O-]
→ 101 | 0.2 | 3 | 2 | 1 | -1 | 19 | -5 | -9 | -3
